TRAIL sens C8 – sensitizes caspase-8 expressing cells to TRAIL; NB7+C8 cells + TRAIL, ATPlite viability luminescence; inhibition (viability loss, TRAIL sensitization), % at 10 µM; 360,000 compounds, 1% hits;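 active means compounds causing at least 50% loss of cell viability in the single-dose screen, relative to plate controls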
NOD2 RIPK2 PPI – NOD2-RIPK2 protein interaction inhibition. inhibition, % at 4.98 µM. 360,000 compounds, 0.38% hits. O43353. CHO BLA complementation NOD2-RIPK2, CCF4 ratio. AID 624267; in the data active means inhibition above about 21%;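 further: 0% = vehicle only and 100% = reference blocker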
Target sequence (O43353 whole entry, looked up): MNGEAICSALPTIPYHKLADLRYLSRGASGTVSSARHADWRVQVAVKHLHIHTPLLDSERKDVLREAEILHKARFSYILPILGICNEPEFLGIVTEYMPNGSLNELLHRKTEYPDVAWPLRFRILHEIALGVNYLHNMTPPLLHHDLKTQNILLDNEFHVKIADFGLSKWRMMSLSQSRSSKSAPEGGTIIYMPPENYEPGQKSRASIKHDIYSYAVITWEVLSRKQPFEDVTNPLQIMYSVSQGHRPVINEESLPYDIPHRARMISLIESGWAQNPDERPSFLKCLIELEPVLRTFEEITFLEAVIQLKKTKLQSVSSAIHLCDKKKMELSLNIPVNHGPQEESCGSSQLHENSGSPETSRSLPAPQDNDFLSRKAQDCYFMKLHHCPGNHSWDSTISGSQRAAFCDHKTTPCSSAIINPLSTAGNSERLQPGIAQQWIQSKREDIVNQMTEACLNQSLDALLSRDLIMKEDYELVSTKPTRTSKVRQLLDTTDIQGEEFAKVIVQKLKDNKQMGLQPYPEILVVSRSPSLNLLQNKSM
NR2F2 inh – inhibitors of human COUP-TFII (NR2F2) | P24468 | AID 686940 | inhibition, % at 8.6 µM | 370,000 compounds, 0.7% hits | HEK293T NGFI-A luciferase reporter, luminescence;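 active means inhibition above a per-plate cutoff, mean inhibition of test wells between control levels plus 3 SD, cut at about 38% in these data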;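 further: cells cotransfected with COUP-TFII expression vector driving the NGFI-A reporter; 0% = median of COUP-TF2 test wells and 100% = reporter-only cells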
Vif imaging – blocks HIV Vif function; HEK293T cells, Vif self-association by quenched fluorescence, imaging, 24 h; inhibition, % at 7.49 µM; 340,000 compounds, 0.35% hits; in the data active means inhibition above about 50%, passing the limit was not always enough; inconclusive means no clear call, values can overlap the other calls; inactive means below about 31%; further: some results filed as inactive read as strong as hits
NCOA3 inh – inhibitors of human steroid receptor coactivator 3 (SRC3) | HEK293 GAL4-SRC3 luciferase reporter, luminescence | inhibition, % at 3.6 µM | 360,000 compounds, 0.17% hits | AID 588352;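 active means inhibition above a per-campaign cutoff, the mean of all compounds plus 3 SD, cut at about 60% in these data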;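 further: 0% = DMSO-treated cells and 100% = gossypol-treated cells at 36 µM; higher means less SRC3-driven luciferase light from the GAL4 reporter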
LRH-1 inv ag – suppresses constitutive activity of human LRH-1 | O00482 | AID 602396 | HEK293T StAR-luciferase reporter, LRH-1 transfected, 24 h | inhibition, % at 3.6 µM | 360,000 compounds, 0.13% hits;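 active means inhibition above the mean inhibition of all tested compounds plus 3 SD, cut at about 73% in these data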;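 further: 0% = DMSO wells and 100% = reporter-only cells lacking LRH-1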
Target sequence (O00482 whole entry, looked up): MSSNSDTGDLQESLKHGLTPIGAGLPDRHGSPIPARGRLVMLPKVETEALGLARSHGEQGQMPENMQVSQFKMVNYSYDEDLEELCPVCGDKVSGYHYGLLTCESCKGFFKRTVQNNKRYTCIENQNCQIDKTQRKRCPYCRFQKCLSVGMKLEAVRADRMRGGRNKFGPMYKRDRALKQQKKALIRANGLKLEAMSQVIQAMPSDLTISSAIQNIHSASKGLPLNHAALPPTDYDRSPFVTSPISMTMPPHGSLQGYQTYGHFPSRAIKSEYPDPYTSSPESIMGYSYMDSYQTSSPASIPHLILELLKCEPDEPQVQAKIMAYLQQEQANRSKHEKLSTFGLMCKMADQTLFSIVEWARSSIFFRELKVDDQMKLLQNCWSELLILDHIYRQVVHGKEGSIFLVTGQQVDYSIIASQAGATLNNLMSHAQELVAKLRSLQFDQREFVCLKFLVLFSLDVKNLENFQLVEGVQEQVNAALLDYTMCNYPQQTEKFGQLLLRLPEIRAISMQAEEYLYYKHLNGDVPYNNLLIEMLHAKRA
NCOA2 inhibitor – human SRC2 (NCOA2) inhibition; Q15596; HEK293 GAL4-SRC2 luciferase reporter, luminescence; inhibition, % at 9 µM; 370,000 compounds, 0.17% hits;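 active means inhibition above the mean inhibition of all tested compounds plus 3 SD, set per campaign, cut at about 52% in these data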;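 further: 0% = DMSO treated cells and 100% = cells given Gossypol at 36 µM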
NCOA1 inh – inhibitors of human steroid receptor coactivator 1 (SRC1); 360,000 compounds, 0.12% hits; Q15788; inhibition, % at 3.6 µM; AID 588354; HEK293 GAL4-SRC1 luciferase reporter, luminescence;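 active means inhibition above the campaign mean plus 3 SD, with each screening campaign given its own cutoff, cut at about 60% in these data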;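 further: 0% = DMSO treated cells and 100% = gossypol at 36 µM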
TROY signal inh – blocks TROY-dependent signaling in reporter cells. Q293 LMP1-TROYcd NF-kB luciferase reporter, 4 h. inhibition, % at 10 µM. 360,000 compounds, 0.98% hits. AID 1347056;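 active means compounds whose plate-normalised and pattern-corrected inhibition of the luciferase reporter signal at the single screening dose is 50% or more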
EBV LMP1 NFkB – reduces LMP1-driven NF-kappaB luciferase signal. inhibition, % at 12.5 µM. AID 504558. 350,000 compounds, 0.69% hits. LMP1-induced NF-kappaB luciferase reporter cells, luminescence; in the data active means inhibition above about 41%; inconclusive means no clear call, values can overlap the other calls;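 further: 0% = neutral control wells and 100% = reference inhibitor control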
TLR9-MyD88 inh – blocks human TLR9 binding to MyD88; CHO BLA complementation TLR9-MyD88, CCF4 FRET ratio; Q9NR96+Q99836; inhibition, % at 4.98 µM; 340,000 compounds, 0.21% hits;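 active means inhibition above the mean over all tested compounds plus 3 SD, cut at about 21% in these data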;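 further: 0% = DMSO only wells and 100% = clavulanate BLA inhibitor control wells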
Active calls of the source: *; ? = inconclusive; . = not tested or not shown.

SMILES	TRAIL sens C8	NOD2 RIPK2 PPI	NR2F2 inh	Vif imaging	NCOA3 inh	LRH-1 inv ag	NCOA2 inhibitor	NCOA1 inh	TROY signal inh	EBV LMP1 NFkB	TLR9-MyD88 inh
O=C(NCCc1ccccc1)NC(Cc1ccccc1)C(=O)O (stereo unspecified)	-8	-1	-5	-1	-13	-14	-4	-16	-8	1	-3
Cc1ccc(S(C)(=O)=O)cc1S(=O)(=O)Nc1ccccc1	0	1	7	3	7	23	-18	-1	11	-1	-2
CN(C)CCCn1c(SCC(=O)Nc2nccs2)nnc1-c1ccncc1	-23	-5	2	17	2	10	0	-52	-2	-1	-1
CC1CN(C(=O)COC(=O)c2cc(Cl)ccc2Cl)CC(C)O1 (stereo unspecified)	-10	9	1	1	12	2	9	0	19	-5	-12
Cc1nc2cc(C(F)(F)F)ccc2n1C	-8	2	8	0	15	5	-7	0	22	6	-6
O=C1/C(=C/c2ccccn2)SC(=S)N1Nc1ncc(C(F)(F)F)cc1Cl	-1	-21	0	0	-1	12	5	5	-26	4	-2
COc1ccc(NC(=S)NNC(=O)COc2ccc(Cl)cc2Cl)cc1	1	-14	0	-7	0	-3	-3	10	-3	-3	5
COc1ccccc1NS(=O)(=O)c1cccc(C(=O)NN=C2CCCCCC2)c1	5	8	4	4	4	-10	20	-23	15	-7	2
COc1cccc(NC(=O)N(Cc2ccco2)C(C)c2cccs2)c1 (stereo unspecified)	-1	-10	-9	-4	2	-9	-20	2	-9	3	7
Cc1ccccc1N(CC(=O)N/N=C/c1ccccc1Cl)C(=O)c1ccccc1	-1	-4	-16	-1	10	-1	2	-62	2	4	-6
O=C(CSc1nc2ccccc2c(=O)[nH]1)Nc1ccc(N2CCOCC2)cc1	-4	-10	0	-7	2	-10	9	-9	-19	9	-15
CC1CC(=O)N(c2ccc(NCCc3ccccc3)c([N+](=O)[O-])c2)C1=O (stereo unspecified)	4	2	3	-14	1	-8	8	-41	-10	-4	5
CNc1nc(-c2ccccc2)nc(-c2ccc(OC)cc2)c1C#N	-3	2	15	21	9	4	1	-22	8	3	2
Cc1cccc(C)c1NC(=O)C(c1ccnc2ccccc12)n1c(=O)c(-c2ccco2)nc2ccccc21 (stereo unspecified)	-8	-17	15	.	.	5	1	.	.	.	.
COc1ccc(N=CC2CCCCC2=O)c([N+](=O)[O-])c1 (stereo unspecified)	0	11	-40	0	-57	-7	-63	-23	-18	-17	1
O=C(N/C(C(=O)N1CCOCC1)=C(\Sc1ncccn1)c1ccccc1)c1ccccc1	-2	-8	0	-1	0	17	-19	-21	-13	1	-3
COc1cc2[nH]cc(C(=O)NCCc3ccccc3)c(=O)c2cc1OC	0	3	-1	9	-10	3	-53	-12	-15	4	-6
COc1ccc(-c2nc3c4ccccc4ccn3c2CN2CCCCC2)cc1	-7	6	-4	-5	15	4	16	1	1	2	-4
COc1ccc(N(CC(=O)NCc2ccc(C)cc2)S(=O)(=O)c2ccccc2[N+](=O)[O-])c(OC)c1	-9	1	-9	7	8	6	-8	-1	6	-8	-11
O=C(c1cc(COc2ccc3ncccc3c2)on1)N1CCCC1	25	-9	46*	0	1	4	-13	-8	-11	10	3
O=C1CC(c2cccs2)Cc2nc(NCC3CCCO3)ncc21 (stereo unspecified)	-2	-2	-8	6	-4	-14	-21	-34	-4	3	-3
O=C(NCc1ccccc1)c1cccc(COc2cccc(Cl)c2)c1	-6	0	23	-2	-20	-4	-2	-7	-12	-32	2
O=C(OCc1csc(-c2ccccc2)n1)c1ccc(O)cc1	-2	-14	-3	9	-7	-8	-60	-16	-55	1	-5
CCn1ccc(C(=O)NC2C(=O)N3C(C(=O)O)=C(C)CSC23)n1 (stereo unspecified)	-7	-9	-12	-4	-18	-9	-10	-52	7	2	8
CC1(C(=O)NCc2ccc3c(c2)OCO3)CCN1C(=O)Cc1cccs1 (stereo unspecified)	7	-5	11	-3	6	-29	7	-16	11	.	.

Reformatted: results already given
Each structure is followed by: TRAIL sens C8 | NOD2 RIPK2 PPI | NR2F2 inh | Vif imaging | NCOA3 inh | LRH-1 inv ag | NCOA2 inhibitor | NCOA1 inh | TROY signal inh | EBV LMP1 NFkB | TLR9-MyD88 inh
CN(C)CCCn1c(SCC(=O)Nc2nccs2)nnc1-c1ccncc1
→ -23 | -5 | 2 | 17 | 2 | 10 | 0 | -52 | -2 | -1 | -1
CC1CN(C(=O)COC(=O)c2cc(Cl)ccc2Cl)CC(C)O1 (stereo unspecified)
→ -10 | 9 | 1 | 1 | 12 | 2 | 9 | 0 | 19 | -5 | -12

Next part.
SMILES	TRAIL sens C8	NOD2 RIPK2 PPI	NR2F2 inh	Vif imaging	NCOA3 inh	LRH-1 inv ag	NCOA2 inhibitor	NCOA1 inh	TROY signal inh	EBV LMP1 NFkB	TLR9-MyD88 inh
Cc1cccc(NC(=O)CSCC(=O)Nc2ccc(S(=O)(=O)N3CCCC3)cc2)c1	5	-1	16	-8	18	0	13	-27	4	1	19
CC(C)N(Cc1nc(-c2ccc(Cl)cc2)no1)C(=O)CCCN1C(=O)c2ccccc2C1=O	8	-7	0	-4	18	16	-15	5	10	-4	-7
Cc1ccc(NC(=S)NC(C)(C)C)c([N+](=O)[O-])c1	16	4	-6	0	-8	-11	-24	-17	-2	-14	-3
Cc1coc(C)c1C(=O)CC1(O)C(=O)N(CCc2ccccc2)c2ccccc21 (stereo unspecified)	-25	-6	15	-18	-11	15	-12	-15	17	4	-1
CCN(CC)C(=O)c1sc(N)c(C(=O)OC(C)C)c1C	-8	4	-15	-1	9	-9	12	-6	15	8	1
O=C(OCc1cn([C@@H]2CN(CC3CCCCC3)[C@@H](c3ccccc3)C[C@H]2O)nn1)c1ccccc1	-2	2	-12	4	-15	0	12	1	16	12	1
CC(=O)Nc1cc(-c2cccc(F)c2)cn2c(-c3ccc(F)cc3)cnc12	-3	13	13	11	-23	-23	13	1	-4	.	.
CCOc1ccccc1C(=O)OCC(=O)Nc1cc(S(=O)(=O)N2CCOCC2)ccc1C	9	2	-13	6	-8	-12	-17	5	14	-4	-14
CCOc1ccc(CN2CCCC(CO)(Cc3ccccc3F)C2)cc1 (stereo unspecified)	8	-14	12	3	16	17	-5	-9	-24	5	3
CCOC(=O)c1c(C)n(C)c2ccc(OCC(O)CNCCc3ccccc3)cc12 (stereo unspecified)	7	-11	4	1	3	12	-1	-3	3	2	-11
O=C(O)C(c1ccccc1)N1C(=O)c2ccccc2C1=O (stereo unspecified)	-14	4	-4	6	6	-6	-25	4	25	0	6
COc1ccc(C(=O)N2CCN(S(=O)(=O)c3ccc(C)cc3C)CC2)cc1OC	-2	-8	-54	0	-1	16	-12	4	9	0	6
COCCSc1nnc(NC(=O)C2CCCCC2)s1	16	-2	-32	-3	-23	-19	-40	-13	-45	-8	3
Cc1nn(C)c(C)c1NC(=O)CSc1nc(Cc2ccccc2)nc2c1cnn2-c1ccccc1	12	-19	3	1	-10	2	-14	-15	-1	3	1
Cc1nnnn1CC(=O)Nc1cccc([N+](=O)[O-])c1	-5	-6	-12	1	4	4	11	16	4	-4	-8
CC(C)CCn1c(=O)c2ccccc2n2c(=S)[nH]nc12	18	-13	4	0	-4	14	-11	1	6	9	-4
CCN(CC(=O)Nc1c(F)cccc1F)C(=O)/C=C/c1ccc(OCC#N)c(OC)c1	-1	1	-8	2	5	4	-3	1	10	3	2
Cn1c(=O)c2c(nc(SCC(=O)NCc3ccc4c(c3)OCO4)n2Cc2ccc(F)cc2)n(C)c1=O	3	-1	5	18	-19	-6	3	-9	12	1	-1
O=C(COC(=O)c1cc(=O)[nH]c2ccccc12)Nc1ccc(F)cc1F	-16	-3	16	?	-1	-9	-39	-8	-15	-1	1
Cc1cccc(C(=O)c2cn[nH]c2-c2ccccc2O)c1	-3	0	-16	12	-8	4	27	-6	-12	2	5
Cc1ccc(S(=O)(=O)Cn2cnnn2)cc1	9	0	-5	17	-2	12	1	1	14	1	2
COc1ccc(N2CCN(C(c3cc4ccc(C)cc4[nH]c3=O)c3nnnn3C3CCCC3)CC2)cc1 (stereo unspecified)	-1	-2	-19	1	6	-6	-7	-30	-20	-13	2
COC(=O)c1cc(Br)c(=O)n(Cc2ccncc2)c1	7	-13	5	-10	8	-5	-41	-50	-17	-1	-3
COc1cccc(COc2ccc3ccc(=O)oc3c2)c1	1	-5	-29	1	-98	-56	-78	-73	-46	-45	-13
CC1(C)CC(=O)C2=C(C1)NC(Nc1nc3ccccc3o1)=NC21CCCC1	17	3	11	2	-3	6	-2	-2	-13	-7	2
SMILES	TRAIL sens C8	NOD2 RIPK2 PPI	NR2F2 inh	Vif imaging	NCOA3 inh	LRH-1 inv ag	NCOA2 inhibitor	NCOA1 inh	TROY signal inh	EBV LMP1 NFkB	TLR9-MyD88 inh
CCOC(=O)c1sc(=S)n(-c2ccccc2)c1NC(C)=O	-10	-7	-11	-7	25	8	-4	1	11	-2	3
Cc1cccc(C)c1N1C(=O)CN(Cc2ccccc2)C1=S	-3	7	19	.	4	9	-44	3	-10	2	1
Cc1cccc(NC(=O)c2c([N+](=O)[O-])c(C(C)(C)C)nn2C)c1	1	6	4	4	18	-15	16	6	12	0	-9
CCOc1ccc(CCN2C(=S)N([C@@H](CC(C)C)CN3CCCC3CN3C(=S)NC[C@@H]3Cc3ccc(O)cc3)C[C@@H]2CC(C)C)cc1 (stereo partly specified)	18	-3	-8	.	-3	-13	-5	2	-5	10	2
C/C(=N\Nc1cc(N2CCCCC2)nc(C)n1)c1ccc(Br)cc1	21	9	-4	-13	6	-2	-7	8	6	-21	-25
CCOC(=O)CNC(=O)c1ccc(Cl)s1	-4	-4	3	10	17	-9	-6	0	-17	-1	3
CC(=O)c1c(N2CCOCC2)nc(=S)n(-c2cc(C)ccc2C)c1C	-10	-7	3	-6	-7	11	-13	-14	-20	2	4
O=C(CC[C@H]1O[C@@H](n2cnc3c(NC(=O)c4ccccc4)ncnc32)[C@H](O)[C@@H]1O)NCc1ccco1	-10	-11	5	.	3	-21	-8	9	2	.	.
COc1ccc(Nc2nc(C)nc3sc4c(c23)CCC4)cc1O	-20	3	6	6	12	-12	-4	8	6	-20	.
COc1cccc(CN(C)C(=O)c2cccc(NC(=O)CC3SC(N4CCCCC4)=NC3=O)c2)c1OC (stereo unspecified)	5	1	-8	-3	5	-14	27	12	3	3	-2
Cc1cccc(N2CCN(C(=O)COc3cc(=O)n(C)c4ccccc34)CC2)c1C	6	4	14	-23	-9	-21	-12	-8	0	1	-2
COc1ccccc1NC(=O)CNS(=O)(=O)c1ccccc1	-6	-17	-17	-4	18	-4	6	-29	2	-5	-5
CN(C(=O)CCN1C(=O)/C(=C/c2ccccc2)SC1=S)C1CCS(=O)(=O)C1 (stereo unspecified)	-12	1	-6	-1	21	17	-18	6	1	2	-11
CC(C)N=C1SC(CC(=O)Nc2ccccc2)C(=O)N1C(C)C (stereo unspecified)	-4	-11	13	5	8	-15	-22	12	-4	-5	-11
Cc1ccccc1SCC(=O)OCC(=O)NCCNC(=O)COC(=O)CSc1ccccc1C	-21	-10	8	8	-6	-5	-5	-9	28	0	5
O=C(Cn1c(=O)n(CC(=O)NCc2ccccc2)c2ccccc21)NCc1ccccc1	-10	6	3	.	14	1	2	-6	-5	-7	-7

These rows are one share of the data; count on the stated rates, not on these rows.
